# DT40 TDP1 CPT: qHTS for Inhibitors of human tyrosyl-DNA phosphodiesterase 1 (TDP1): qHTS in cells in presence of CPT | chicken DT40 Tdp1-/-;hTDP1 cells + 20 nM CPT, ATP luminescence, 48 h | AID 686979, 2013 | 12% of 420,000 active | Potency, µM (doses to about 46.2 µM), for inactives: at the top dose activity change, negative = growth inhibition, hits mostly inhibitors; note: nearly all actives have a fitted effect of over 55% in size
#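 Chicken DT40 Tdp1-/- cells complemented with human TDP1, 400 cells/well, exposed to compounds plus 20 nM camptothecin for at least 48 h at 37 C; viability read as ATP content by CellTiter-Glo luminescence.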
# FEN1 inh: qHTS Assay for the Inhibitors of Human Flap endonuclease 1 (FEN1) | P39748 | Recombinant FEN1 flap cleavage, fluorescence, 15 min | Potency, µM (top dose mostly 114 µM), inactives show at the highest dose activity change, negative = inhibition, usual class: inhibitors | 0.35% of 390,000 active | AID 588795, 2011; note: nearly all actives have a fitted effect of over 65% in size
# Target sequence (P39748 whole entry, looked up): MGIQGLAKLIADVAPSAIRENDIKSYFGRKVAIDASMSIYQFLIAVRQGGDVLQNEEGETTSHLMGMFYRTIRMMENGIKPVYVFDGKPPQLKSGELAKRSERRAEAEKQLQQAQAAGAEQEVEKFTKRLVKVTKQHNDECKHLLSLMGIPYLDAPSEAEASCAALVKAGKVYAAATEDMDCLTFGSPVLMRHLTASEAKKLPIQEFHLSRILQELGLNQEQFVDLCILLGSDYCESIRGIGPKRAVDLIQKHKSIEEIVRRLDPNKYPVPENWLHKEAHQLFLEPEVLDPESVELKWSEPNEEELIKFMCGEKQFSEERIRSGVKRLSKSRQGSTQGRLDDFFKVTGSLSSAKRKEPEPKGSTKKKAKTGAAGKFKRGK
#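 Quantitative HTS format: each compound was titrated, incubated with 10 nM nuclease for 15 min at room temperature, then challenged with flap substrate at 50 nM final. Signal change over 15 min gave concentration–effect curves.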
# GCN5L2 inh: qHTS Assay for Inhibitors of GCN5L2. GCN5L2 HAT assay, ThioGlo1 CoA-SH fluorescence. Potency, µM (top dose mostly 58.9 µM), for inactives: top-dose activity change, negative = inhibition, most hits filed as inhibitors. 0.21% of 390,000 active. AID 504327, 2011
#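 Compounds, pin-transferred from DMSO stocks, meet 20nM GCN5L2 for 15 min before the reaction begins with H3(1-25) peptide (75uM) and acetyl-CoA (70uM). Thiol-reactive ThioGlo1 reports CoA release over 20 min at room temperature.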
# An asterisk follows results filed as active; ? = inconclusive; . = no result given; & = joins results of further samples; [ ] = another dose, or the depositor's remark. Calls come from the whole dose curve; as a rule, active = well fitted curve in the direction sought with a large enough effect; inconclusive = small, poorly fitted or top-dose-only effect, or another doubt; inactive = no such curve, though single readings can be large; an effect the other way counts as inactive or inconclusive. % is set by controls: 0 for no effect and ±100 for the full control effect; potency is the fitted concentration of half-maximal effect. The list is partial; count on the stated rates, not on these rows.
no. | Structure | DT40 TDP1 CPT | GCN5L2 inh | FEN1 inh
1 | CCOC(=O)c1ccccc1NC(=O)CCc1nc(-c2ccc(C)cc2)no1 | -25% | -9% | 8%
2 | CN(C)c1ccc(-c2nc(-c3cc4cc(Cl)ccc4oc3=O)cs2)cc1 | 9% | 0% | -4%
3 | Cc1c(CC(=O)O)c(=O)oc2c(C)c3occ(-c4ccc(F)cc4)c3cc12 | ? | -2% | ?
4 | COC(=O)CN1C(c2ccccc2O)Nc2ccc(Br)cc2C1c1ccccc1 (stereo unspecified) | -24% | -9% | -17%
5 | COc1ccc(C(=O)N2CCC(N3CCN(c4ccccc4)CC3)CC2)cc1 | ? | -4% | -1%
6 | CCOc1ccc(S(=O)(=O)N2CCN(c3ccccn3)CC2)cc1 | -6% | -7% | -1%
7 | COc1ccc(CCNC(=O)COC(=O)Cc2cc(OC)c(OC)c(OC)c2)cc1 | -3% | -2% | 18%
8 | CC(C)C(C)(C#N)NC(=O)CN1C(=O)NC2(CCCc3ccccc32)C1=O (stereo unspecified) | -8% | -21% | -1%
9 | Brc1ccc(C=Nc2ccc(Nc3ccccc3)cc2)s1 | ? | -4% | 0%
10 | C=C(C)C(=O)O[C@H]1C/C(C)=C\C(=O)/C=C(\C)[C@H](O)[C@@H]2OC(=O)C(=C)[C@@H]21 | 0.58µM* | 32%[activator] | -3%
11 | Cc1ccc(SCC(=O)NC(=O)NC(C)C)c(C)c1 | 5% | -6% | -6%
12 | CC(C)(O)C#Cc1ccc(C(=O)N2CCC(C(N)=O)(N3CCCCC3)CC2)o1 | -3% | ? | 8%

# Part of the list above, with each value named:
[5] COc1ccc(C(=O)N2CCC(N3CCN(c4ccccc4)CC3)CC2)cc1
  DT40 TDP1 CPT = ?
  GCN5L2 inh = -4%
  FEN1 inh = -1%

[6] CCOc1ccc(S(=O)(=O)N2CCN(c3ccccn3)CC2)cc1
  DT40 TDP1 CPT = -6%
  GCN5L2 inh = -7%
  FEN1 inh = -1%

# (cont.)
no. | Structure | DT40 TDP1 CPT | GCN5L2 inh | FEN1 inh
13 | Cc1ccc(NC(=O)CCC(=O)N2CCC(c3ccccc3)=N2)cc1S(=O)(=O)N1CCCCC1 | ? | 0% | -1%
14 | CCOC(=O)c1c(C)[nH]c(C(=O)COC(=O)c2oc3ccc(OC)cc3c2C)c1C | -24% | -6% | 2%
15 | CCCCN(C1CCS(=O)(=O)C1)S(=O)(=O)c1ccc(OC)c(OC)c1 (stereo unspecified) | -6% | -5% | 4%
16 | CCCCn1c(=O)n(CC(=O)Nc2c(CC)cccc2CC)c(=O)c2c1nc(CO)n2CCC | -20% | 0% | -2%
17 | CN1C(=O)CC(C(=O)Nc2ccc(F)cc2)SC1=Nc1ccc2c(c1)OCO2 (stereo unspecified) | ? | -28% | 3%
18 | CCNc1ncc2nc(C)c(=O)n(CCC#N)c2n1 | -22% | ? | .
19 | Cn1c(=O)c2c(nc(SCC(=O)OCc3ccccc3)n2C)n(C)c1=O | 8% | -1% | -17%
20 | O=C(CN1C(=O)S/C(=C/c2ccccn2)C1=O)N1CCOCC1 | -2% | -17% | -12%
21 | CS(=O)(=O)c1ccc(Cl)c(NC(=O)CCl)c1 | 5.8µM* | -13% | 0%
22 | Cn1nc(C(=O)N2CCN(c3cccc(Cl)c3)CC2)c2c1-c1ccccc1S(=O)(=O)C2 | 18µM* | -11%&-6% | -19%&5%
23 | COc1ccc(CNc2ccnc(-c3ccccc3CN(C)C)n2)c(OC)c1 | ? | -9% | .
24 | Cc1ccc([N+](=O)[O-])cc1-c1ccc(/C=N/NC(=O)c2cc3c(ccc4ccccc43)o2)o1 | ? | -3% | -4%
25 | NC1=NC(c2cc(F)cc(F)c2)n2c(nc3ccccc32)N1 (stereo unspecified) | 3% | 0% | -10%
26 | COc1cccc(/C=N/NC(=O)Cn2nc(C)c([N+](=O)[O-])c2C)c1O | 5.8µM* | 0% | 0%
27 | CCc1ccc(Nc2sc(C(=O)c3ccc(F)cc3)c(N)c2S(=O)(=O)c2ccccc2)cc1 | ? | -13% | -14%
28 | O=C(NCCCn1ccnc1)c1ccc(-c2ccccc2)cc1 | ? | -22% | 17%
29 | COc1ccc2c(c1)C=C(C(=O)NCc1ccc(Cl)cc1)CO2 | ? | -8% | 3%
30 | NC(=O)CN1CCN(c2ccccc2F)CC1 | 7% | -15% | -8%
31 | O=[N+]([O-])c1ccc(C=Nc2cccc3ccccc23)s1 | 21µM* | 0% | ?
32 | OC(CN1c2ccccc2Sc2ccccc21)Cn1nnc2ccccc21 (stereo unspecified) | ? | -6% | -24%
33 | CN(c1ccc(C(=O)NCCSCc2ccc(Cl)cc2)cc1)S(=O)(=O)c1ccccc1 | 16µM* | -11% | 1%
34 | Cc1ccc(C)n1-c1nnc(N2CCCC(C(=O)NCc3ccc(Cl)cc3)C2)s1 (stereo unspecified) | ? | -4% | -3%
35 | Cc1ccc(CSc2ncnc3c2cnn3Cc2ccccc2)cc1 | -10% | 1% | -13%
36 | CN(C(=O)c1ccc(Br)o1)C1CCS(=O)(=O)C1 (stereo unspecified) | -15% | -3% | 4%
37 | COc1ccccc1N(CC(O)CN1CCOCC1)S(=O)(=O)c1ccccc1 (stereo unspecified) | 5% | -2% | -1%
38 | O=C(CCc1ccccc1)NC(c1cccs1)c1cc(Cl)c2cccnc2c1O (stereo unspecified) | 3.7µM* | 3% | -13%
39 | CN(C)c1ccc(C=NNC(=O)c2cccc3ccccc23)c(Cl)c1 | 5.2µM* | . | -2%
40 | CCCOc1ccc(C2NC(=O)NC(c3ccccc3)=C2C(C)=O)cc1OCC (stereo unspecified) | 23µM* | -3% | 0%
41 | CC(=O)N1CCc2c(sc3c2c(=O)n(Cc2ccccc2)c(=O)n3CC(=O)NCC2CCCO2)C1 (stereo unspecified) | 11% | 0% | -1%
42 | COc1cc(NC(=O)Cc2ccccc2)ccc1NC(=O)c1ccccc1 | 1% | 0% | 0%
43 | O=C(NCCc1ccccc1)c1ccc(-c2ccccc2C(F)(F)F)o1 | 9.2µM* | -7% | -4%
44 | Cc1c(Cl)cccc1NC(=S)N1CCC(C(N)=O)(N2CCCCC2)CC1 | -25% | -5% | -16%
45 | Cc1cccc(N(C(=O)CCC(=O)Nc2ccccn2)C(C(=O)NC(C)C)c2ccc(O)cc2)c1 (stereo unspecified) | -13% | -9% | -1%
46 | Cn1c(SCCN2CCOCC2)nc2sc3c(c2c1=O)CCCC3 | 4% | -5% | -5%
47 | COc1ccc(S(=O)(=O)N2CCC3(CC2)OCCN3S(=O)(=O)c2cccs2)cc1OC | ? | 4% | 0%
48 | O=C(c1ccc(CSc2ccc(Cl)cc2)cc1)N1CCOCC1 | ? | -9% | -4%
49 | CC(=O)Nc1ccc(S(=O)(=O)Nc2cccc(-c3nc4ccccc4o3)c2)cc1 | ? | -6% | -20%
50 | NC(=O)[C@@H]1CCCNc2c(F)cc([N+](=O)[O-])cc2C(=O)N[C@@H](CO)C(=O)NCC(=O)N1 | -2% | -4% | -17%
51 | CN(Cc1cc(Cl)cc(Cl)c1O)Cc1c(O)ccc2ccccc12 | ? | . | -9%
52 | N#CCCN(CCC#N)C(=O)C1c2ccccc2Oc2ccccc21 | 29% | -11% | -12%
53 | CCCC(=O)NCC(c1cccs1)S(=O)(=O)c1ccc(Cl)cc1 (stereo unspecified) | ? | -4% | 7%
54 | CCOC(=O)Nc1ccc2c(COC(=O)c3ccccc3O)cc(=O)oc2c1 | -7% | -3% | 8%
55 | COc1ccc(CNC(=O)c2cc3c(=O)[nH]c4ccccc4c3n2C)c(OC)c1 | ? | -2% | -16%
56 | COC(=O)c1ccc(NC(=O)CSc2nnc(-c3ccncc3)n2N)cc1 | -2% | -5% | 4%
57 | Cc1ccc(Sc2nc(C)c([N+](=O)[O-])c(C)c2C#N)cc1 | ? | 16% | -4%
58 | C[C@@H]1ON(C2CCCCC2)[C@H]2c3nc4ccccc4n3C[C@@H]12 | 2% | -7% | 0%
59 | COc1cc(NC(=O)c2ccc(C)c(Cl)c2)ccc1NC(=O)c1cc2ccccc2o1 | ? | -4% | -4%
60 | O=C(CSc1nnc(-c2ccccc2)o1)N1CCCCC1 | -1% | 2% | -4%

# Sorted by molecular weight (ascending): some entries from above
no. | Structure | DT40 TDP1 CPT | GCN5L2 inh | FEN1 inh
21 | CS(=O)(=O)c1ccc(Cl)c(NC(=O)CCl)c1 | 5.8µM* | -13% | 0%
58 | C[C@@H]1ON(C2CCCCC2)[C@H]2c3nc4ccccc4n3C[C@@H]12 | 2% | -7% | 0%
25 | NC1=NC(c2cc(F)cc(F)c2)n2c(nc3ccccc32)N1 (stereo unspecified) | 3% | 0% | -10%
60 | O=C(CSc1nnc(-c2ccccc2)o1)N1CCCCC1 | -1% | 2% | -4%
28 | O=C(NCCCn1ccnc1)c1ccc(-c2ccccc2)cc1 | ? | -22% | 17%
10 | C=C(C)C(=O)O[C@H]1C/C(C)=C\C(=O)/C=C(\C)[C@H](O)[C@@H]2OC(=O)C(=C)[C@@H]21 | 0.58µM* | 32%[activator] | -3%
6 | CCOc1ccc(S(=O)(=O)N2CCN(c3ccccn3)CC2)cc1 | -6% | -7% | -1%
48 | O=C(c1ccc(CSc2ccc(Cl)cc2)cc1)N1CCOCC1 | ? | -9% | -4%
39 | CN(C)c1ccc(C=NNC(=O)c2cccc3ccccc23)c(Cl)c1 | 5.2µM* | . | -2%
42 | COc1cc(NC(=O)Cc2ccccc2)ccc1NC(=O)c1ccccc1 | 1% | 0% | 0%
3 | Cc1c(CC(=O)O)c(=O)oc2c(C)c3occ(-c4ccc(F)cc4)c3cc12 | ? | -2% | ?
32 | OC(CN1c2ccccc2Sc2ccccc21)Cn1nnc2ccccc21 (stereo unspecified) | ? | -6% | -24%
1 | CCOC(=O)c1ccccc1NC(=O)CCc1nc(-c2ccc(C)cc2)no1 | -25% | -9% | 8%
2 | CN(C)c1ccc(-c2nc(-c3cc4cc(Cl)ccc4oc3=O)cs2)cc1 | 9% | 0% | -4%
56 | COC(=O)c1ccc(NC(=O)CSc2nnc(-c3ccncc3)n2N)cc1 | -2% | -5% | 4%
15 | CCCCN(C1CCS(=O)(=O)C1)S(=O)(=O)c1ccc(OC)c(OC)c1 (stereo unspecified) | -6% | -5% | 4%
49 | CC(=O)Nc1ccc(S(=O)(=O)Nc2cccc(-c3nc4ccccc4o3)c2)cc1 | ? | -6% | -20%
7 | COc1ccc(CCNC(=O)COC(=O)Cc2cc(OC)c(OC)c(OC)c2)cc1 | -3% | -2% | 18%
59 | COc1cc(NC(=O)c2ccc(C)c(Cl)c2)ccc1NC(=O)c1cc2ccccc2o1 | ? | -4% | -4%
4 | COC(=O)CN1C(c2ccccc2O)Nc2ccc(Br)cc2C1c1ccccc1 (stereo unspecified) | -24% | -9% | -17%
27 | CCc1ccc(Nc2sc(C(=O)c3ccc(F)cc3)c(N)c2S(=O)(=O)c2ccccc2)cc1 | ? | -13% | -14%

# (further entries)
no. | Structure | DT40 TDP1 CPT | GCN5L2 inh | FEN1 inh
61 | CCN(C(=O)c1cc2c(=O)n3cccc(C)c3nc2s1)c1ccc(C)c(C)c1 | 14% | -18% | ?
62 | CC1CN(S(=O)(=O)c2ccccc2)CN1C(=O)N1CCOCC1 (stereo unspecified) | 13% | 1% | -1%
63 | COc1cc2ccccc2cc1C(=O)Nc1cccc(-c2nc3cc(C)ccc3o2)c1C | 1% | -4% | -10%
64 | Cc1ccccc1S(=O)(=O)N1CC(C(=O)O)=CC[C@H]1c1ccc(Cl)cc1 | -10% | -2% | -8%
65 | Cc1ccc(S(=O)(=O)Cn2nnnc2C(CC(C)C)N2CCN(c3ccccc3)CC2)cc1 (stereo unspecified) | ? | -6% | -16%
66 | COc1ccc(N2CC(C(=O)Nc3ccccc3C(=O)NCc3ccco3)CC2=O)cc1 (stereo unspecified) | -24% | -18% | 3%
67 | COCCn1c(=O)c(-c2ccc(F)cc2)nc2cncnc21 | 1% | -4% | .
68 | CC(=O)Cc1nsc(NC(=O)c2csc3c2CCCC3)n1 | -9% | -7% | -16%
69 | Cc1ccc(NC(=O)COc2ccccc2C(=O)Nc2ccccc2)cc1Cl | 18% | -5% | -2%
70 | CCN(CC)C1CCS(=O)(=O)C1 (stereo unspecified) | -12% | -10% | 18%
71 | COc1cc(C)ccc1Oc1ncnc(N)c1[N+](=O)[O-] | -4% | -4% | -16%
72 | COc1ccc2[nH]c3c(c2c1)CCN1C(=O)C(CC(=O)NCC24CC5CC(CC(C5)C2)C4)C[C@H](C(=O)N2CCOCC2)[C@@]31CCC1CCCC1 (stereo partly specified) | ? | -12% | -12%

# Screening results deposited in PubChem by National Center for Advancing Translational Sciences (NCATS).
